# ARNT TACC3 PPI – disruptors of human ARNT/TACC3 interaction | AlphaScreen His-ARNT PAS-B/GST-TACC3 binding, luminescence; TACC3 fragment carries E629A point mutation | inhibition, % at 9.99 µM | AID 623870 | 390,000 compounds, 0.66% hits | Q9Y6A5;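 active = mean inhibition of replicates at least 50% and at least half of replicates each reaching 50%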;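 note: 0% = complete ARNT plus TACC3 wells and 100% = ARNT alone without TACC3; many hits fall short of the cut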
# ERp5 block – inhibitors of human ERp5 | AID 651711 | Q15084 | inhibition, % at 9.99 µM | 350,000 compounds, 0.05% hits | ERp5 insulin aggregation, absorbance 650 nm, 90 min;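 active = mean replicate inhibition above about 25%, with every replicate also reaching it, limit read from the data, passing the limit was not always enough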
# RAD52 anneal inh – RAD52 (human) annealing inhibition. recombinant RAD52 DNA annealing, FRET fluorescence. inhibition, % at 18.7 µM. P43351. 360,000 compounds, 0.46% hits;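 active = every replicate showing at least 50% inhibition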
# RAD54 inh – RAD54 (human) branch migration inhibition | Q92698 | RAD54 Holliday junction branch migration, FAM/BHQ fluorescence | inhibition, % at 10.4 µM | 360,000 compounds, 0.14% hits;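 active = mean normalized replicate activity at least 40 and at least half of replicates scoring 40 or more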;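 note: 0% = median of neutral control wells and 100% = median of positive control wells; inhibitors cause a drop in the FAM fluorescence signal; in these data hits start at about 50%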
# Target sequence (Q92698 whole entry, looked up): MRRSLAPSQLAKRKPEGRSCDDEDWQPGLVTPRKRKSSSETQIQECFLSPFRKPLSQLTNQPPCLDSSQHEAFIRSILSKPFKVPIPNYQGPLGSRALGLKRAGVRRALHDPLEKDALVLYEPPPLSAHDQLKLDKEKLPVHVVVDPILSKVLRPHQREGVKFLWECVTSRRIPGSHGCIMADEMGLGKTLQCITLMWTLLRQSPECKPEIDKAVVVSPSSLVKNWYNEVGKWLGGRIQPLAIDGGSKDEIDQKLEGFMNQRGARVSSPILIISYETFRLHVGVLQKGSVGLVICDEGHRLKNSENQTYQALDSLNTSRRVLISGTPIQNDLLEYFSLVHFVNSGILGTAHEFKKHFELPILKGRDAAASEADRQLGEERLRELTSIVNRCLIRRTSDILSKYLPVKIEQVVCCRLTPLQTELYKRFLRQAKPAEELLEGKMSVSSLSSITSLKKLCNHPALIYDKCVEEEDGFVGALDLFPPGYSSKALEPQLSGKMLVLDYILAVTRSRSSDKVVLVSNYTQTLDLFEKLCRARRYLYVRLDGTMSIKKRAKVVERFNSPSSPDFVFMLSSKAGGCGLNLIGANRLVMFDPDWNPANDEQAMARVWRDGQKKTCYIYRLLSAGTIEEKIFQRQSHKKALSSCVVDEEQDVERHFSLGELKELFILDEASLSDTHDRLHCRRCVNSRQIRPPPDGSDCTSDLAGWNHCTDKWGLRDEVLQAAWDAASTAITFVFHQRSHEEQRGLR
# esBAF inh – SWI/SNF esBAF complex inhibition; mouse ES cells, Bmi1-luciferase knock-in reporter, 24 h; 100% = twice the neutral-well signal; reporter increase, % at 12.5 µM; 350,000 compounds, 2% hits; AID 602393; in the data active = activation above about 40%;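 note: 0% = median of the plate's neutral control wells and 100% = double that signal; a rise in the Bmi1 reporter signal indicates esBAF inhibition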
# PglD DTNB – inhibitors of Campylobacter jejuni PglD acetyltransferase; inhibition, % at 12.5 µM; 360,000 compounds, 0.098% hits; purified PglD enzyme, DTNB colorimetric CoA detection; in the data active = inhibition above about 16%, passing the limit was not always enough; note: strong numbers were not always called active
# CASP6 VEID inh – caspase-6 (human) enzyme inhibition; P55212; purified caspase-6, Z-VEID-R110 cleavage fluorescence; inhibition, % at 12.5 µM; 350,000 compounds, 0.53% hits; AID 686996;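 active = mean inhibition across replicates at least about 35%, with every replicate also reaching that limit, limit read from the data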;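 note: 0% = median of neutral control wells and 100% = no fluorescence left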
# Target sequence (P55212 24-179 limits assumed): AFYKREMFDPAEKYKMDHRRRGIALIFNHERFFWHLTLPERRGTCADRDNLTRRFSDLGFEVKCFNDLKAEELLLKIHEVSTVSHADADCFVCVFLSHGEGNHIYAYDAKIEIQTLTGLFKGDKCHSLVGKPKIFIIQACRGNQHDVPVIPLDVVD
# Target sequence (P55212 194-293 limits assumed): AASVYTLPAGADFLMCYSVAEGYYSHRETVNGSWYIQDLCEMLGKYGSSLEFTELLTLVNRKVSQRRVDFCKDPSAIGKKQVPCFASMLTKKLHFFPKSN
# E-selectin induc – induces E-selectin expression in human endothelial cells; P16581; HUVEC E-selectin immunofluorescence imaging; normalized: neutral wells 0, TNF-alpha wells 100; activation, % at 7.58 µM; 260,000 compounds, 0.37% hits; AID 686992;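 active = mean E-selectin-positive cell signal at least 10% of the positive control, reached in at least 60% of replicates, without over 20% cell loss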;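 note: in these data hits start at about 27%; measured in HUVEC primary endothelial cells; signal is the percent of cells scored E-selectin positive by PE staining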
#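 Material: HUVEC primary endothelial cells; Amount: 3,000 cells per well; Dosing: single concentration; Medium: EGM-2 growth medium on 0.1% gelatin-coated wells; Read-out basis: percent E-selectin-positive cells; Signal: immunofluorescence imaging; Control set: TNF-alpha, DMSO.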
# Starred values were filed as active, the others as inactive; . = no result given; & = joins results of further samples.
# Results follow in this order: ARNT TACC3 PPI | ERp5 block | RAD52 anneal inh | RAD54 inh | esBAF inh | PglD DTNB | CASP6 VEID inh | E-selectin induc
O=C(N/N=C/c1ccccc1OC(F)F)c1cc(-c2ccncc2)nc2ccccc12
 : 0 | 4 | 1 | . | . | . | -1 | .
COc1ccc(C(=O)Cc2cc(OC)c(OC)cc2[N+](=O)[O-])cc1
 : 1 | . | . | 0 | 43 | -2 | . | .
Cc1ccc(NC(=S)NCc2ccc(S(N)(=O)=O)cc2)cc1Cl
 : 6 | 1 | -20 | -7 | -2 | . | 4 | -1.7
COCCn1c(SCC(=O)c2c(N)n(C3CC3)c(=O)[nH]c2=O)nnc1-c1ccc(Cl)cc1
 : 0 | -2 | 6 | 8 | -4 | 3 | 2 | -0.6
COc1ccccc1NC(=O)C12CC3CC(C1)CC(c1ccc(C)cc1)(C3)C2
 : -2 | . | . | 4 | -6 | 0 | . | .
CC(C)C1C(=O)N(Cc2cn(CCC3OCCO3)nn2)CCS(=O)(=O)N1Cc1ccc(-c2cccc(CO)c2)cc1 (centres undefined)
 : . | 1 | -7 | 2 | -1 | -5 | 0 | 0.7
CC(C)N1CCN(CCCc2ccccc2)CC1CCO (centres undefined)
 : 3 | 2 | 0 | -3 | -2 | 10 | -2 | .
O=C(/C=C/c1ccc2c(c1)OCO2)NCCCN1CCOCC1
 : -2 | . | . | 7 | -7 | -3 | . | .
CCOC(=O)C1(CCOc2ccccc2)CCN(Cc2ccc(F)c(OC)c2)CC1
 : -4 | 0 | -12 | 4 | -12 | 4 | -1 | 0.0
COc1ccc(OC)c(Cc2nnc(CCC(=O)NCc3ccc(C)s3)o2)c1
 : -2 | 6 | 6 | . | . | . | 5 | 0.5
C/C=C/c1ccc([C@@H]2[C@H](CO)N(CC3CC3)C23CN(S(=O)(=O)CC)C3)cc1
 : . | 1 | -8 | . | . | . | -1 | -0.2
COc1ccccc1NS(=O)(=O)c1cc(C(=O)N2CC(C)CC(C)C2)ccc1C (centres undefined)
 : -4 | . | . | 2 | 0 | 11 | . | .
O=Cc1cn(CCC(=O)O)nc1-c1cc2ccccc2o1
 : 0 | 4 | -8 | 6 | -3 | -3 | 1 | 8.1
CC1=C(C)CC(C(=O)NC(C)CCc2ccccc2)C(C(=O)O)C1 (centres undefined)
 : 6 | 4 | -2 | . | . | . | 3 | .
CC(C)NC(=O)Nc1ccc2c(c1)CC(=O)N([C@@H](C)CO)C[C@@H](C)[C@@H](CN(C)C(=O)Nc1cccc3ccccc13)O2
 : -5 | -3 | 10 | 2 | -7 | 1 | 1 | .
Cc1ccc(C(=O)CCC(=O)NCc2ccc(Cl)cc2)cc1
 : . | 5 | -47 | -2 | -4 | 0 | 0 | .
C[C@@H]1CN([C@@H](C)CO)C(=O)c2cc(C3=CCCCC3)cnc2O[C@H]1CN(C)C(=O)Cc1ccccc1
 : 4 | 6 | -5 | 4 | 4 | -2 | 5 | -0.1
CCOc1ccccc1CNc1nc2nc3c(c(=O)n2[nH]1)CCC3
 : 0 | . | . | 0 | -10 | -4 | . | .
COc1ccc(C(=O)NCc2ccc(C)cc2)cc1S(=O)(=O)N1CCCc2ccccc21
 : 0 | . | . | -14 | 13 | -4 | . | .
CC(Oc1ccccc1)C(=O)Nc1nnc(S(=O)(=O)N2CCCCCC2)s1 (centres undefined)
 : 2 | -3 | -26 | 4 | 2 | 5 | 0 | 0.0
O=C(c1ccc(C(=O)N2CCOCC2)s1)N1CCOCC1
 : -11 | . | . | -7 | 4 | -3 | . | .
NC(=O)c1ccsc1NC(=O)COC(=O)c1ccc(Cl)nc1
 : 1 | -9 | -18 | 5 | 2 | 5 | 0 | .
CC(C)CCN1CCN(Cc2ccc(Oc3ncccn3)cc2)CC1CCO (centres undefined)
 : -5 | 16 | -9 | -18 | -6 | 1 | 3 | 0.0
C[C@@H]1CN([C@@H](C)CO)C(=O)c2cc(NC(=O)CCC(F)(F)F)ccc2O[C@@H](C)CCCCO[C@H]1CN(C)C(=O)Nc1ccc(C(F)(F)F)cc1
 : 9 | 6 | -31 | 1 | -7 | 4 | 2 | 0.0
C[C@H]1CN([C@@H](C)CO)C(=O)c2cc(NC(=O)Cc3cn(C)c4ccccc34)ccc2O[C@H]1CN(C)S(=O)(=O)c1cccs1
 : -19 | 2 | -6 | 5 | 10 | -5 | 0 | .
CC(C)C#Cc1ccc([C@H]2[C@@H](CO)N3C(=O)CN(S(=O)(=O)c4ccccc4)C[C@@H]23)cc1
 : . | -4 | 7 | . | . | . | 16 | 0.1
O=C(O)/C(=C\c1ccccc1OC(F)F)c1ccc(-c2ccccc2)cc1
 : 7 | -2 | -87 | 3 | 0 | 4 | 6 | .
Cc1ccccc1Cn1nnc2c1C(=O)c1ccccc1C2=O
 : -10 | . | . | -3 | 11 | -2 | . | .
O=C(c1ccc(COCC(F)(F)F)cc1)N1CCN(c2ccccn2)CC1
 : 6 | 1 | -15 | . | . | . | -2 | 1.2
OCC1(CCOc2ccccc2)CCN(Cc2cn[nH]c2-c2ccccc2)CC1
 : 3 | 1 | -10 | . | . | . | -2 | .

# Some of the entries so far, tab-delimited.
smiles	ARNT TACC3 PPI	ERp5 block	RAD52 anneal inh	RAD54 inh	esBAF inh	PglD DTNB	CASP6 VEID inh	E-selectin induc
CC(C)C#Cc1ccc([C@H]2[C@@H](CO)N3C(=O)CN(S(=O)(=O)c4ccccc4)C[C@@H]23)cc1	.	-4	7	.	.	.	16	0.1
CC(C)CCN1CCN(Cc2ccc(Oc3ncccn3)cc2)CC1CCO (centres undefined)	-5	16	-9	-18	-6	1	3	0.0
Cc1ccc(C(=O)CCC(=O)NCc2ccc(Cl)cc2)cc1	.	5	-47	-2	-4	0	0	.
CCOC(=O)C1(CCOc2ccccc2)CCN(Cc2ccc(F)c(OC)c2)CC1	-4	0	-12	4	-12	4	-1	0.0
O=C(c1ccc(C(=O)N2CCOCC2)s1)N1CCOCC1	-11	.	.	-7	4	-3	.	.
Cc1ccccc1Cn1nnc2c1C(=O)c1ccccc1C2=O	-10	.	.	-3	11	-2	.	.
CC(C)NC(=O)Nc1ccc2c(c1)CC(=O)N([C@@H](C)CO)C[C@@H](C)[C@@H](CN(C)C(=O)Nc1cccc3ccccc13)O2	-5	-3	10	2	-7	1	1	.

# The results go on.
# Results follow in this order: ARNT TACC3 PPI | ERp5 block | RAD52 anneal inh | RAD54 inh | esBAF inh | PglD DTNB | CASP6 VEID inh | E-selectin induc
CN(C1CCCCC1)S(=O)(=O)c1cn(C)c(=O)n(C)c1=O
 : 1 | . | -9 | 2 | 1 | 0 | 1 | 29*
CN(C)c1ccc(C(=O)NCC2CCN(C(=O)C(=O)c3cccs3)CC2)cc1
 : . | -7 | -13 | . | . | . | -3 | 0.0
O=C(NCc1ccc(F)cc1)c1ccc2c(=O)n3c(nc2c1)CCCCC3
 : -11 | -6 | -12 | -10 | 7 | 8 | -1 | -0.1
N#C[C@H]1[C@H](c2ccc(C#CC3CC3)cc2)[C@H](CO)N1S(=O)(=O)c1ccccc1
 : -32 | 6 | -66 | 4 | -1 | 0 | 0 | 0.2
O=C1CSC(=S)N1c1ccc(Cl)c(Cl)c1
 : 3 | 1 | -10 | 9 | -1 | -7 | 1 | .
CC(C)(C)OC(=O)N(Cc1ccccc1)Cc1cccc(OCc2cccc(NC(=O)c3ccccc3)c2)c1
 : -1 | 1 | -12 | -12 | -5 | 1 | 0 | 0.5
COCC(=O)N1[C@H](C#N)[C@@H](c2ccccc2C2=CCCC2)[C@@H]1CO
 : . | -3 | 14 | . | . | . | -3 | 0.1
N#CC(c1ccc(N)cc1)C(CC(=O)c1ccccc1)c1ccccc1 (centres undefined)
 : . | 3 | -8 | -2 | 35 | 6 | . | -0.2
COc1ccc(OC)c2[nH]c(C(=O)N3CCC(C(=O)O)CC3)cc12
 : -10 | 2 | -7 | -15 | 3 | 6 | 6 | 0.0
COC(=O)c1[nH]c2ccccc2c1NC(=O)CN1CCN(Cc2ccc3c(c2)OCO3)CC1
 : 8 | -5 | -4 | 9 | -1 | 3 | 1 | .
CNC[C@@H]1OCCCC[C@@H](C)Oc2ccc(NC(=O)NC(C)C)cc2C(=O)N([C@H](C)CO)C[C@@H]1C
 : -8 | 0 | 2 | -5 | . | -2 | -5 | -0.1
OC(CSc1ccccc1)CN1CCN(c2ccc(Cl)cc2)CC1 (centres undefined)
 : 14 | -2 | -2 | 2 | -4 | -10 | 3 | -0.1
C[C@H](CO)N1C[C@H](C)[C@@H](CN(C)Cc2ccc3c(c2)OCO3)OCCCC[C@H](C)Oc2ccc(NC(=O)Cc3ccccc3)cc2C1=O
 : 12 | . | . | -8 | -10 | 2 | . | -0.2
Cc1ccc(S(=O)(=O)N(C)Cc2ccc(-c3nnc4n3CCC4)cc2)cc1
 : -5 | . | . | -1 | -3 | -10 | . | .
C[C@H]1CCCCO[C@H](CN(C)S(=O)(=O)c2ccc(Cl)cc2)[C@@H](C)CN([C@@H](C)CO)C(=O)c2cc(NC(=O)c3ccncc3)ccc2O1
 : 2 | 2 | 28 | -5 | -5 | 1 | 5 | .
Cc1ccn2cc(CCNS(=O)(=O)c3ccc4c(c3)OCCO4)nc2c1
 : -4 | 5 | -7 | 1 | 0 | 0 | -1 | .
Cc1ccc(Oc2nnc(-c3ccc(C)cc3)c3ccccc23)cc1
 : -22 | -4 | -20 | 4 | 26 | -1 | 1 | .
O=[N+]([O-])c1ccc(N2CCOCC2)cc1O
 : -7 | 4 | -5 | -7 | . | -7 | -1 | 5.1
Cc1ccc(C(c2nnnn2C2CCCCC2)N2CCN3CCCC3C2)cc1 (centres undefined)
 : -1 | . | . | 0 | 3 | 7 | . | .
O=C(Cc1ccccc1)N1C[C@H]2[C@@H](c3ccccc31)[C@@H](CO)N2C(=O)Nc1ccc(F)cc1
 : 3 | 4 | 11 | -2 | -3 | -1 | -1 | 0.3
CCCCN(C)C(=O)Cn1nc(Cc2ccncc2)c2ccccc2c1=O
 : -16 | 0 | -3 | -7 | 1 | -114 | -2 | 0.7
Cc1ccc(C)c(C(=O)N2CCC(n3nccc3NC(=O)C3CC3)CC2)c1
 : -5 | 2 | -25 | -4 | -1 | 6 | 0 | -1.6
Cc1cc(C(=O)OC(C)C(=O)Nc2cccc(Cl)c2)on1 (centres undefined)
 : 5 | -5 | -7 | -4 | 5 | 0 | -1 | 0.0
Cc1ccsc1C=C1C(=O)c2ccccc2C1=O
 : -11 | . | . | 4 | -14 | -3 | . | .
C[C@H](CO)N1C[C@H](C)[C@H](CN(C)Cc2ccccc2F)Oc2cc(C#CCN(C)C)ccc2S1(=O)=O
 : 27 | 2 | 6 | -1 | -3 | 3 | -2 | 0.0
O=C(Oc1ccc(Br)cc1C(=O)/C=C/c1ccccc1F)c1ccco1
 : -4 | -2 | -9 | 5 | -41 | 6 | 1 | -1.2
C[C@@H]1CN([C@H](C)CO)C(=O)c2cc(-c3ccccc3)cnc2O[C@@H]1CN(C)Cc1ccccn1
 : . | 0 | -5 | 8 | -17 | 3 | -4 | 0.6
Cc1ccc(S(=O)(=O)Nc2ccc3c(c2)C(=O)N([C@H](C)CO)C[C@H](C)[C@@H](CN(C)C(=O)Nc2cccc4ccccc24)OCCCC[C@@H](C)O3)cc1
 : 8 | 4 | 12 | -9 | 7 | 0 | 1 | 0.4
N#Cc1cccc(Nc2c3c(nc4ccccc24)CCCC3)c1
 : 3 | -2 | -20 | . | 2 | . | -1 | 3.4
Cc1ccccc1NC(=O)OCc1cn(-c2ccc(Cl)cc2)nn1
 : -4 | . | . | 10 | -1 | 1 | . | .
NC(=O)C1CCN(CC(O)COCc2ccccc2Cl)CC1 (centres undefined)
 : -33 | 2 | -16 | -4 | -2 | 4 | -4 | .
C[C@@H]1CN([C@@H](C)CO)C(=O)CCCn2nncc2CO[C@@H]1CN(C)S(=O)(=O)c1ccc(F)cc1
 : 0 | -3&-3 | -6&15 | -1&-20 | -4&-1&-8 | -1&0 | -2&3 | -0.1&0.1

# Rows are unselected; 3.2% or so of the library scored in one or more.
